Source: PubChem BioAssay
NCI-60 one-dose screen, 48 h, at 10 µM unless noted. Numbers give growth in % (100 = growth as untreated, 0 = no growth, -100 = all killed).
NCI/ADR-RES = NCI/ADR-RES ovarian cells; 81,000 tested, 4.4% active; AID 1794790
IGROV1 = IGROV1 ovarian cancer; 79,000 tested, 4.7% active; AID 1794786
NCI-H23 = NCI-H23 lung cancer. 80,000 tested, 4% active
OVCAR-4 = OVCAR-4 ovarian cancer cells; 80,000 tested, 3.7% active; AID 1794784
OVCAR-3 = OVCAR-3 ovarian cancer; 79,000 tested, 7% active; AID 1794787
NCI-H226 = NCI-H226 lung cancer | 79,000 tested, 3.5% active
SN12C = SN12C renal cancer cells; 81,000 tested, 3.8% active
OVCAR-5 = OVCAR-5 ovarian cancer; 82,000 tested, 2.9% active
SK-OV-3 = SK-OV-3 ovarian cancer cells; 80,000 tested, 3.2% active
The depositor's hits bear a star; · = no result given; & = joins results of further samples; ! = not active in a repeat. Rule for the calls: active = growth percent below 10; inactive = the rest.

SMILES	NCI/ADR-RES	IGROV1	NCI-H23	OVCAR-4	OVCAR-3	NCI-H226	SN12C	OVCAR-5	SK-OV-3
Clc1ccc(C(c2ccccc2)C(Cl)Cl)cc1 (stereo not given)	108	113	94	·	112	93	105	96	100
CN1CCN(C2=Nc3ccccc3Oc3ccc(Cl)cc32)CC1	98	97	105	84	104	111	100	96	117
Clc1ccc2nc(O[C@@H]3CCOC3)c(-c3nn[nH]n3)c(-c3ccccc3)c2c1	100	107	101	101	112	·	100	103	110
Cc1ccc2c(c1Cl)C(=O)c1ccccc1C2=O	113	117	99	104	119	89	104	109	101
CC(C)[C@@]12C[C@@H](OC(=O)COC(=O)c3ccccc3)[C@@](C)(O1)[C@@H]1CC[C@@H](C)[C@H]1[C@@H]2OC(=O)/C=C/c1ccccc1	25	114	90	87	95	64	31	96	88
COCCc1nn[nH]n1	112	112	110	99	120	106	99	104	104
COc1cc(/C=N/Nc2ccc(Br)cc2)cc(OC)c1OC	57	57	76	51	63	80	70	68	85
CC[C@@]12CC(C(=O)OC)=C3Nc4cc(O)ccc4[C@@]34CCN(C[C@H]3O[C@H]31)[C@@H]24	102	110	102	101	·	104	94	104	135
CCCCCN(CCCCC)CC(O)c1cc2c(c3ccccc13)CCCC2 (stereo not given)	64&70	-1.0*!	41&31	60&61	54&72	53&70	75&72	56&67	79&84
CC(=O)Nc1ccc(NC(=O)Nc2cccc(-c3nc(-c4ccc(NC(=O)c5cccnc5)cc4Cl)no3)c2)cc1C(F)(F)F	69	-54*	-63*	-54*	-64*	-55*	-65*	-49*	-58*
CC1(C)CC[C@]2(C(=O)O)CC[C@]3(C)C(=CC[C@@H]4[C@@]5(C)CC[C@H](OC(=O)c6cccnc6)C(C)(C)[C@@H]5CC[C@]43C)[C@@H]2C1	96	107	91	97	97	99	100	98	106
CCOC(=O)c1c(NC(=O)C2CC2)nn(C)c1Nc1ccccc1	103	101	98	99	·	99	104	99	100
COc1ccc(-c2nc3sc4cc(OC)ccc4n3c2-c2nc3ccc(C(F)(F)F)cc3[nH]2)cc1	69	80	94	49	95	85	89	96	75
N#Cc1c(N)nc2c(nnn2-c2ccc(F)cc2)c1N	109	99	95	107	109	103	100	105	92
Cc1ccn2c(C(=O)c3ccc(Br)cc3)cc(C(=O)/C=C/c3ccc(N(C)C)cc3)c2c1	106	111	108	109	107	90	104	111	110
O=C1/C(=C/c2ccccc2)COc2ccc(O)c(O)c21	103	110	105	92	120	104	102	112	107
NC(=NCCCOc1ccc(Cl)cc1)Nc1ccc(C(F)(F)F)cc1	63	-21*	33	34	58	97	·	48	78
NS(=O)(=O)c1ccc(CCn2c(SCc3ccc([N+](=O)[O-])cc3)nc3ccccc3c2=O)cc1	88	78	90	91	92	79	87	93	103
N/N=C(\CCNc1ccc(S(N)(=O)=O)cc1)c1ccc2ccccc2c1	99	103	101	109	108	99	109	107	102
O=C(OC1CCCCC1)c1ccc(Cl)cc1	104	108	94	109	106	109	107	120	104
CCc1ccc(C2=NN(c3ccc(S(N)(=O)=O)cc3)C(c3ccc(C)cc3)C2)cc1 (stereo not given)	88	91	90	88	88	97	89	98	94
Nc1ncnc2c1N=C(c1ccccc1)CC(c1cccc(Nc3ccnc4cc(C(F)(F)F)ccc34)c1)N2 (stereo not given)	66	74	82	59	82	78	83	104	78
CN(Cc1cnc2nc(N)nc(N)c2n1)c1cccc2c1CN(C1CCC(=O)NC1=O)C2=O (stereo not given)	112	107	99	97	108	102	107	99	104
CC(=O)SCC(Cc1ccccc1)C(=O)NCC(=O)OCc1ccccc1 (stereo not given)	107	116	100	106	116	106	106	115	116
CCN(CC)CC(C)C(O)(c1ccccc1)c1ccccc1 (stereo not given)	99	99	96	115	108	107	·	84	104
Cc1ccc(-c2c3c(N)c4c(nc3nc3c2c(C)nn3-c2ccccc2)CCC4)cc1	86	96	67	124	102	93	94	95	96
C=COCCCCOC=C	94	98	92	108	125	102	93	89	100
CC1CCc2c(sc3nc(SCC(=O)c4ccccc4)[nH]c(=O)c23)C1 (stereo not given)	106	106	103	107	·	89	103	105	99
COc1ccc2nc(-c3ccc(OC)c(OC)c3)cc(-c3nnc(SCC(=O)Nc4ccc(/C(C)=N\O)cc4)o3)c2c1	103	103	98	106	115	95	97	113	96
COc1ccc(-c2cc(-c3cccs3)c3c(=O)[nH]c(SCC(=O)Nc4ccc(S(N)(=O)=O)cc4)nc3n2)cc1	96	97	106	98	111	88	102	101	106

Ordered by SMILES length (descending): part of the list above.
SMILES	NCI/ADR-RES	IGROV1	NCI-H23	OVCAR-4	OVCAR-3	NCI-H226	SN12C	OVCAR-5	SK-OV-3
CC1(C)CC[C@]2(C(=O)O)CC[C@]3(C)C(=CC[C@@H]4[C@@]5(C)CC[C@H](OC(=O)c6cccnc6)C(C)(C)[C@@H]5CC[C@]43C)[C@@H]2C1	96	107	91	97	97	99	100	98	106
CC(=O)Nc1ccc(NC(=O)Nc2cccc(-c3nc(-c4ccc(NC(=O)c5cccnc5)cc4Cl)no3)c2)cc1C(F)(F)F	69	-54*	-63*	-54*	-64*	-55*	-65*	-49*	-58*
COc1ccc2nc(-c3ccc(OC)c(OC)c3)cc(-c3nnc(SCC(=O)Nc4ccc(/C(C)=N\O)cc4)o3)c2c1	103	103	98	106	115	95	97	113	96
CC[C@@]12CC(C(=O)OC)=C3Nc4cc(O)ccc4[C@@]34CCN(C[C@H]3O[C@H]31)[C@@H]24	102	110	102	101	·	104	94	104	135
NS(=O)(=O)c1ccc(CCn2c(SCc3ccc([N+](=O)[O-])cc3)nc3ccccc3c2=O)cc1	88	78	90	91	92	79	87	93	103
COc1ccc(-c2nc3sc4cc(OC)ccc4n3c2-c2nc3ccc(C(F)(F)F)cc3[nH]2)cc1	69	80	94	49	95	85	89	96	75
Cc1ccn2c(C(=O)c3ccc(Br)cc3)cc(C(=O)/C=C/c3ccc(N(C)C)cc3)c2c1	106	111	108	109	107	90	104	111	110
CN(Cc1cnc2nc(N)nc(N)c2n1)c1cccc2c1CN(C1CCC(=O)NC1=O)C2=O (stereo not given)	112	107	99	97	108	102	107	99	104
CCc1ccc(C2=NN(c3ccc(S(N)(=O)=O)cc3)C(c3ccc(C)cc3)C2)cc1 (stereo not given)	88	91	90	88	88	97	89	98	94
Cc1ccc(-c2c3c(N)c4c(nc3nc3c2c(C)nn3-c2ccccc2)CCC4)cc1	86	96	67	124	102	93	94	95	96
CC1CCc2c(sc3nc(SCC(=O)c4ccccc4)[nH]c(=O)c23)C1 (stereo not given)	106	106	103	107	·	89	103	105	99
N/N=C(\CCNc1ccc(S(N)(=O)=O)cc1)c1ccc2ccccc2c1	99	103	101	109	108	99	109	107	102
CC(=O)SCC(Cc1ccccc1)C(=O)NCC(=O)OCc1ccccc1 (stereo not given)	107	116	100	106	116	106	106	115	116
NC(=NCCCOc1ccc(Cl)cc1)Nc1ccc(C(F)(F)F)cc1	63	-21*	33	34	58	97	·	48	78
CCOC(=O)c1c(NC(=O)C2CC2)nn(C)c1Nc1ccccc1	103	101	98	99	·	99	104	99	100
O=C1/C(=C/c2ccccc2)COc2ccc(O)c(O)c21	103	110	105	92	120	104	102	112	107
N#Cc1c(N)nc2c(nnn2-c2ccc(F)cc2)c1N	109	99	95	107	109	103	100	105	92
O=C(OC1CCCCC1)c1ccc(Cl)cc1	104	108	94	109	106	109	107	120	104
C=COCCCCOC=C	94	98	92	108	125	102	93	89	100

Next section:
SMILES	NCI/ADR-RES	IGROV1	NCI-H23	OVCAR-4	OVCAR-3	NCI-H226	SN12C	OVCAR-5	SK-OV-3
N[C@H](CC1CC1)C(=O)N[S@@](=O)c1scc(Cl)c1Cl	108	104	92	99	116	105	100	111	121
CCCN1C(=O)C(O)(CC(=O)c2cc3ccccc3oc2=O)c2ccccc21 (stereo not given)	91	94	93	117	95	88	92	111	92
Cc1ccc(Cc2cnc(NC(=O)CN3C(=O)S/C(=C\c4ccc(Cl)cc4Cl)C3=O)s2)cc1	105	103	105	103	116	99	103	100	97
COc1ccc(/C=C/c2nc(Nc3cccc(C(C)=O)c3)c3ccccc3n2)cc1	79	67	89	102	95	83	83	75	93
COc1ccccc1C(N)=O	106	112	100	109	119	97	99	102	109
CCC(=O)OCCN(C(=O)CC)c1ccccc1	103	109	98	99	103	100	106	104	101
C/C=C(\Br)C(=O)N1CCCCC1	105	109	·	102	111	96	97	103	108
c1ccc(-c2nc(-c3nc4ccccc4s3)[nH]c2-c2ccccc2)cc1	50	50	49	60	50	63	67	97	57
O=C(CN1C(=O)CN(/N=C/c2ccc([N+](=O)[O-])o2)C1=O)c1ccc(Br)cc1	94	88	96	97	103	93	94	103	102
CC1S/C(=N\NC(=O)Cc2csc3nc(-c4ccc(Br)cc4)cn23)N(c2ccc(Cl)cc2)C1=O (stereo not given)	96	113	104	122	111	100	105	107	104
Cc1cc(=O)n2[nH]cnc2n1	100&100	88&89	101&109	103&100	97&123	114&114	99	100&109	112&98
CCOC(=O)c1cnc2cc(Cl)cc(Cl)c2c1Nc1cccc(NS(C)(=O)=O)c1	85	89	84	98	97	98	93	100	106
COc1cccc(C(=O)NCCCNc2cc(-c3cn(-c4ccccc4)nc3-c3cccc(OC)c3)ccn2)c1	22	59	45	38	53	55	61	82	49
COc1ccc(-c2c(C#N)c(=O)oc3c2c(N)nn3-c2ccccc2)cc1	103	89	93	108	111	88	99	100	93
CN(C)c1cccc2c(S(=O)(=O)Nc3cc(-c4csc(NC(=O)CN5CCN(CCO)CC5)n4)ccc3F)cccc12	104	101	80	92	·	95	82	90	112
c1ccc2c([C@@H]3CCC[C@H](c4c[nH]c5ccccc45)c4c3[nH]c3ccccc43)c[nH]c2c1	106	92	97	113	104	108	99	104	93
Fc1ccc2ccccc2c1	109	126	104	113	98	103	108	101	99
COc1ccc(NC(=O)c2cc(OC)c3c(c2)OCO3)cc1O	92	105	105	103	104	101	98	·	111
CC(=O)c1ccc(OCC(=O)O)cc1	101	107	100	113	109	98	103	96	115
COc1ccc2c(C3=C(c4cn(C)c5ccccc45)C(=O)NC3=O)coc2c1	25	47	35	79	·	20	32	43	48

Part of the list above, field by field:
Compound: Cc1cc(=O)n2[nH]cnc2n1
  NCI/ADR-RES: 100&100 | IGROV1: 88&89 | NCI-H23: 101&109 | OVCAR-4: 103&100 | OVCAR-3: 97&123 | NCI-H226: 114&114 | SN12C: 99 | OVCAR-5: 100&109 | SK-OV-3: 112&98

Compound: Fc1ccc2ccccc2c1
  NCI/ADR-RES: 109 | IGROV1: 126 | NCI-H23: 104 | OVCAR-4: 113 | OVCAR-3: 98 | NCI-H226: 103 | SN12C: 108 | OVCAR-5: 101 | SK-OV-3: 99

Compound: COc1ccc(-c2c(C#N)c(=O)oc3c2c(N)nn3-c2ccccc2)cc1
  NCI/ADR-RES: 103 | IGROV1: 89 | NCI-H23: 93 | OVCAR-4: 108 | OVCAR-3: 111 | NCI-H226: 88 | SN12C: 99 | OVCAR-5: 100 | SK-OV-3: 93

Further results follow.
SMILES	NCI/ADR-RES	IGROV1	NCI-H23	OVCAR-4	OVCAR-3	NCI-H226	SN12C	OVCAR-5	SK-OV-3
Cc1nc(NC(=O)C(C)(C)C)sc1[N+](=O)[O-]	101	93	94	85	98	·	88	103	100
Oc1ccc(CNNc2ccnc3c(O)cccc23)c2cccnc12	6.6*	35	32	34	38	87	45	59	28
COc1ccc(-c2ccc(SCC(=O)Nc3ccc(C#N)cc3)nn2)cc1	84	88	80	84	121	67	95	101	92
O=C(Nc1cccc2ccccc12)ON=C1CCCCC1	110	117	106	·	135	102	109	123	108
COc1cc2oc(-c3ccc(NC(=O)c4ccccc4Br)cc3)cc(=O)c2c(OC)c1OC	67	92	83	64	68	74	61	120	131
CCN(CC)CCOC(=O)Nc1cc(C)c(NC(=O)OCCN(CC)CC)c(C)c1	104	101	104	111	100	89	101	84	85
COc1cc2c3c(n(C4CCN(C)CC4)c(=O)c2cc1OC)-c1cc2c(cc1C3=O)OCO2	64	67	52	85	-72*	61	43	138	49
COc1cc(C)ccc1Oc1nc(Nc2ccc(N3CCOCC3)cc2)ncc1NCc1cc(C(F)(F)F)cc(C(F)(F)F)c1	66	77	78	40	85	78	76	92	66
CC[N+]1(CC)CC[N+]2(CCCC(C)CC2)CC1 (stereo not given)	111	96	102	111	111	104	96	95	104
C#CCOC(=O)[C@]1(C)CCC[C@]2(C)[C@H]3C[C@H]4C(C(C)C)=C[C@]3(CC[C@H]21)[C@@H]1C(=O)CCC(=O)[C@@H]14	81	78	84	74	95	86	87	94	79
CCCCCCCCCCCCCCCCCCn1cc(COc2ccc(C=O)cc2)nn1	96	103	90	103	97	102	97	120	91
CC(C)(N)CO[C@H]1C[C@H]2CC[C@@]1(C)C2(C)C	103	106	95	104	94	89	100	95	112
COc1ccccc1-n1c(-c2csc(N)n2)n[nH]c1=S	124	99	105	105	101	·	98	108	89
NC(=O)c1ccc([N+](=O)[O-])o1	104	114	100	111	119	119	106	116	110
CC(=O)[C@H]1CC[C@H]2[C@@H]3CC[C@@H]4C[C@H](OC(=O)CCC(=O)O)CC[C@]4(C)[C@H]3C(=O)C[C@]12C	105	94	92	108	104	102	104	97	107
Cn1c2c(c3cccc(Cl)c31)C(C#N)C1(CCOCC1)NC2=O (stereo not given)	94	81	88	46	93	85	105	77	89
COc1ccc(/C(C#N)=C/c2cccnc2)cc1	87	116	85	101	116	88	82	84	116
